Screening data: PubChem, several laboratories
human PMI inhibitors = MPI inhibition at elevated mannose 6-phosphate – biochemical, fluorescence intensity, high mannose 6-phosphate, primary screen (AID 1220). inhibition, % at 20 µM; hits with a dose series show IC50 in µM. recombinant PMI enzyme, coupled fluorescence intensity; higher % means a stronger effect. 0.66% of 190,000 active
M17LAP inhibition = P. falciparum M17LAP inhibitors, primary screen, biochemical, fluorogenic H-Leu-NHMec substrate, 1536-well (AID 1619) | recombinant M17LAP, H-Leu-NHMec fluorogenic kinetic assay; higher % means a stronger effect | inhibition, % at 30 µM, or IC50 in µM where a hit was titrated | 0.38% of 220,000 active;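 active = compound inhibiting the enzyme by more than half at any dose during confirmatory dose-response retesting; inconclusive = strong single-dose inhibitors picked by rank but not retested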;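 also: plate controls were full reaction with DMSO carrier for no effect and no enzyme background for full effect; strong numbers were not always called active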
XIAP displacement = small molecules displacing peptide from XIAP – biochemical, IAP family, fluorescence polarization (AID 1018) | 0.007% of 200,000 active | displacement, % at 20 µM; hits with a dose series show IC50 in µM | XIAP BIR domain, fluorescence polarization peptide displacement; higher % means a stronger effect; in the data active = displacement above about 50%; also: a part of the inactive calls stands beside numbers as strong as those of hits
human PMI inhibition = MPI enzyme activity inhibition – biochemical, fluorescence intensity, coupled assay, primary screen (AID 1209); purified PMI enzyme, coupled fluorescence intensity; higher % means a stronger effect; inhibition, % at 20 µM, or IC50 in µM where a hit was titrated; 0.42% of 190,000 active;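 also: plate controls were DMSO vehicle for no effect and wells lacking substrate for full effect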
WT yeast gro inh = growth inhibition of WT yeast, mitochondrial fusion screen; mitochondrial fusion phenotypic screen, WT strain; inhibition, % at 10 µM; 2.1% of 190,000 active; AID 1362; in the data active = inhibition above about 58%; tested in S. cerevisiae
Yfh1-off respiration = mitochondrial function rescue without frataxin homolog – Friedreich's ataxia, plus single-dose screen, dose response (AID 1465) | S. cerevisiae Yfh1-off respiration, WST-1 reduction, 72 h; higher fold induction means a stronger effect | fold induction at 50 µM; hits with a dose series show EC50 in µM | 0.074% of 220,000 active;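 active = fold induction of absorbance versus untreated yeast above a set limit, then at least 30% activation at any dose in follow-up; inconclusive = repeats straddling the limit, or above it without dose testing; inactive = fold induction below the set limit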;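 also: activators that raise dye reduction in frataxin-depleted yeast; strong numbers were not always called active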
LYP phosphatase = PTPN22 lymphoid phosphatase activity blockers – biochemical, fluorescence intensity, uHTS (AID 1779); recombinant LYP phosphatase, fluorescence intensity; higher % means a stronger effect; one-dose inhibition, % at 11.5 µM; IC50 in µM for titrated hits; 0.054% of 290,000 active;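 also: plate controls were vehicle with enzyme for no effect and no enzyme for full effect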
TNAP activation fold = stimulation of alkaline phosphatase TNAP activity – biochemical, luminescent, no phosphate acceptor, uHTS, primary screen (AID 1001); purified TNAP, luminescent activation assay, no phosphate acceptor; higher activation fold means a stronger effect; 0.03% of 200,000 active; activation fold at 20 µM, or EC50 in µM where a hit was titrated; in the data active = activation fold from about 3, or a potency from the dose series; inactive = the rest, 99 in 100 with activation fold below about 1.6; also: many of its hits are not listed in these tables
P. falciparum M1AAP = P. falciparum M1AAP inhibitors, biochemical, fluorogenic H-Leu-NHMec substrate, 1536-well (AID 1445) | recombinant M1AAP, H-Leu-NHMec fluorogenic kinetic assay; higher % means a stronger effect | inhibition, % at 30 µM, or IC50 in µM where a hit was titrated | 0.42% of 220,000 active;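 active = primary inhibition above the hit cutoff, then over 50% inhibition at one or more dose response concentrations, cut at about 23% in these data, passing the limit was not always enough; inconclusive = conflicting primary data, or primary hits not chosen for dose response; inactive = low primary inhibition, or under 50% at every dose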;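 also: plate controls were DMSO full reaction for no effect and no enzyme background for full effect; strong numbers were not always called active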
WT yeast gro inh mutant strain = further read-out of WT yeast gro inh, marked with its call; inhibition, %; mitochondrial fusion phenotypic screen, mutant strain inhibition
Numbers without * were called inactive; i = inactive; ? = inconclusive; . = no result given. Rule as the data show it, unless noted: active = inhibition above about 50%; inactive = the rest.

SMILES	human PMI inhibitors	M17LAP inhibition	XIAP displacement	human PMI inhibition	WT yeast gro inh	WT yeast gro inh mutant strain	Yfh1-off respiration	LYP phosphatase	TNAP activation fold	P. falciparum M1AAP
O=C(Cc1c[nH]c2ccccc12)Nc1cccc(S(=O)(=O)N2CCCCC2)c1	-9%	1%	-4.4%	-17%	-23	5	i	-2%	1	10%
CCC(Sc1nc2ccccc2o1)C(=O)O (stereo not given)	-12%	0%	-7.4%	-26%	-11	2	i	-10%	1	-6%
CCOC(=O)C1(CC2CC2)CCN(Cc2ccc(O)c(Cl)c2)CC1	-6%	-7%	-4.8%	-3%	7	7	i	-8%	1.1	1%
Cc1cccc(C)c1NC(=O)N1CCC(c2nc3ccccc3o2)CC1	-2%	2%	-6.0%	-6%	4	-13	i	0%	1	4%
CC(C)=CCC/C(C)=C/C=N/NC(=O)c1ccc([N+](=O)[O-])cc1	7%	15%	-8.8%	-4%	-5	-5	i	5%	1.3	-2%
c1ccc(Cn2nnnc2C(c2cccs2)N2CCCCCC2)cc1 (stereo not given)	-3%	-6%	0.4%	-8%	38	-2	i	0%	1.2	7%
CCC1CCCCN1C(=O)CCc1nnc(C2CCCCC2)o1 (stereo not given)	-7%	7%	-3.9%	-7%	-11	8	i	-7%	1.1	1%
CCc1cccc(NC(=O)Cc2ccc([N+](=O)[O-])cc2)c1	2%	2%	-1.5%	0%	12	9	i	-8%	1.1	-3%
CCn1c(-c2csc(-c3ccc(Cl)cc3)n2)n[nH]c1=S	0%	15%	-3.4%	1%	-8	7	.	-6%	0.8	-3%
O=C(C1=C[C@H](c2ccc(C(F)(F)F)cc2)C[C@H](OCc2ccc(CO)cc2)O1)N1CCN(Cc2ccccc2)CC1	11%	-2%	-2.7%	-2%	40	20	i	1%	1	-2%
COC(=O)c1ccc(C)c(NS(=O)(=O)c2ccc(NC(C)=O)cc2)c1	0%	-11%	-5.7%	5%	-15	-27	i	-2%	1.2	2%
O=C(Nc1nnc(C2CC2)s1)C1Cc2ccccc2CN1S(=O)(=O)c1ccccc1F (stereo not given)	26%	-1%	-2.8%	33%	-18	-13	i	-1%	1	13%
O=C1COc2ccc(C(=O)NCc3ccc4c(c3)OCO4)cc2N1	14%	2%	-3.2%	13%	-13	-10	i	-3%	1	1%
CN1CCN(CCOc2ccc(Cl)c(Cl)c2)CC1	-23%	-6%	-0.1%	-20%	-7	23	i	-7%	1.1	-4%
S=C(Nc1cccc(Br)c1)N1CCn2cccc2C1c1cccnc1 (stereo not given)	18%	11%	-1.1%	16%	9	12	i	-2%	1.1	2%
O=C(CSc1nnc(Cc2cccs2)n1Cc1ccco1)Nc1cccc(Cl)c1	12%	4%	1.0%	12%	2	3	i	13%	1.1	2%
Cc1ccccc1NC(=S)NCc1ccccc1	2%	-14%	-6.1%	0%	-11	6	i	-4%	1	1%
CC(=O)NC(C)C(=O)OCc1ccc(Cl)cc1Cl (stereo not given)	7%	31%	-2.9%	7%	-1	-17	i	-2%	1	10%
CCN1C(=O)C(O)(CC(=O)c2cc(C)ccc2C)c2ccccc21 (stereo not given)	6%	6%	-6.2%	14%	16	22	i	-4%	1.1	1%
CC(/C=N/NC(=O)c1ccncc1)=C\c1ccccc1	-11%	7%	0.1%	-2%	-3	20	i	1%	1	12%

Another view of 2 compounds above.
SMILES: COC(=O)c1ccc(C)c(NS(=O)(=O)c2ccc(NC(C)=O)cc2)c1
  human PMI inhibitors = 0%; M17LAP inhibition = -11%; XIAP displacement = -5.7%; human PMI inhibition = 5%; WT yeast gro inh = -15; WT yeast gro inh mutant strain = -27; Yfh1-off respiration = i; LYP phosphatase = -2%; TNAP activation fold = 1.2; P. falciparum M1AAP = 2%
SMILES: O=C(Nc1nnc(C2CC2)s1)C1Cc2ccccc2CN1S(=O)(=O)c1ccccc1F (stereo not given)
  human PMI inhibitors = 26%; M17LAP inhibition = -1%; XIAP displacement = -2.8%; human PMI inhibition = 33%; WT yeast gro inh = -18; WT yeast gro inh mutant strain = -13; Yfh1-off respiration = i; LYP phosphatase = -1%; TNAP activation fold = 1; P. falciparum M1AAP = 13%

One compound at a time, as listed above. Screens in order: human PMI inhibitors, M17LAP inhibition, XIAP displacement, human PMI inhibition, WT yeast gro inh, WT yeast gro inh mutant strain, Yfh1-off respiration, LYP phosphatase, TNAP activation fold, P. falciparum M1AAP
CC(C)=CCC/C(C)=C/C=N/NC(=O)c1ccc([N+](=O)[O-])cc1 as listed: 7%, 15%, -8.8%, -4%, -5, -5, i, 5%, 1.3, -2%
CCn1c(-c2csc(-c3ccc(Cl)cc3)n2)n[nH]c1=S as listed: 0%, 15%, -3.4%, 1%, -8, 7, ., -6%, 0.8, -3%
O=C(C1=C[C@H](c2ccc(C(F)(F)F)cc2)C[C@H](OCc2ccc(CO)cc2)O1)N1CCN(Cc2ccccc2)CC1 as listed: 11%, -2%, -2.7%, -2%, 40, 20, i, 1%, 1, -2%
CCC(Sc1nc2ccccc2o1)C(=O)O (stereo not given) as listed: -12%, 0%, -7.4%, -26%, -11, 2, i, -10%, 1, -6%
S=C(Nc1cccc(Br)c1)N1CCn2cccc2C1c1cccnc1 (stereo not given) as listed: 18%, 11%, -1.1%, 16%, 9, 12, i, -2%, 1.1, 2%

Other entries
SMILES	human PMI inhibitors	M17LAP inhibition	XIAP displacement	human PMI inhibition	WT yeast gro inh	WT yeast gro inh mutant strain	Yfh1-off respiration	LYP phosphatase	TNAP activation fold	P. falciparum M1AAP
CCc1ccc(OCC(=O)Nc2ccc(-c3cc4ccccc4oc3=O)c(OC)c2)cc1	0%	-6%	-2.6%	-1%	18	-3	i	-7%	1	9%
CCOC(=O)C1=C(c2ccccc2)NC(=O)NC1c1ccc(N(C)C)cc1 (stereo not given)	9%	8%	0.6%	7%	-10	-15	i	-7%	1.1	12%
O=C(NC1CCS(=O)(=O)C1)c1cccnc1 (stereo not given)	-3%	0%	-12%	-8%	-20	-11	i	-8%	1.1	9%
COc1ccccc1/C=C/C=C1N=C(/C=C/c2ccc(Cl)cc2)OC/1=O	1%	55%	-4.1%	6%	4	-6	i	8%	0.8	11%
CCCN1C(=S)SC(C)(C)C1/[N+]([O-])=C/c1cccnc1 (stereo not given)	-12%	11%	-2.9%	-7%	3	7	i	-6%	1.1	3%
O=C(C/C=N/OCc1ccccc1F)c1cnc(-c2ccc(Cl)cc2)s1	1%	8%	0.3%	1%	-2	16	i	0%	1	4%
CN(C)c1ccc(C(=S)N2CCCCCC2)cc1	-26%	3%	-5.7%	-18%	21	26	i	-3%	1.2	-2%
CC(C)(C)c1ccc(C(=O)NC(=S)Nc2nc3c(s2)CCCC3)cc1	0%	-22%	-1.4%	-4%	40	1	i	3%	0.9	3%
O=C(OCC(=O)c1cccs1)c1ccc(NC(=O)c2ccco2)cc1	-3%	6%	-0.8%	4%	-18	-3	i	2%	1	6%
CCOc1ccc2nc3sc(C(=O)N4CCOCC4)c(N)c3cc2c1	.	-2%	1.1%	.	-1	-4	i	3%	1	9%
CCOC(=O)CCc1c(C)nc(SCCN2CCCC2)c(C#N)c1C	5%	-4%	-4.8%	6%	9	31	i	-4%	1.1	6%
CC(=O)Nc1ccc(C(=O)c2ccccc2)cc1	-14%	-15%	-1.6%	-5%	3	-8	i	-10%	1.1	4%
COc1ccc(OC)c(NC(=O)c2cccnc2Sc2ccccc2)c1	6%	-17%	-7.7%	11%	7	-5	i	-3%	1	3%
Cc1cccc(NC(=O)c2csnn2)n1	-4%	1%	-2.4%	0%	-6	-7	i	-2%	1.1	5%
Cc1cccc(N2CCN(C(=O)CS(=O)(=O)Cc3nc(-c4ccccc4F)oc3C)CC2C)c1 (stereo not given)	24%	9%	-7.2%	24%	20	0	i	0%	1	13%
O=C(O)CSCC(=O)c1ccccc1	-4%	6%	-6.7%	-13%	32	11	i	-8%	1.1	0%
OCCC1CN(Cc2cccn2-c2ncccn2)CCN1Cc1ccc(F)cc1 (stereo not given)	.	2%	.	.	.	.	i	-5%	.	7%
Cn1c2ccccc2c2c(C(=O)NCC3CCCO3)cn(C3CCCC3)c(=O)c21 (stereo not given)	4%	0%	-0.5%	10%	.	.	i	0%	1.1	13%
N#CC(Cc1ccc(OC(F)F)cc1)c1nc2ccccc2[nH]1 (stereo not given)	13%	9%	-9.8%	14%	13	3	i	-4%	1.1	0%
Cc1c(NC(=S)NC(=O)CCc2ccccc2)c(=O)n(-c2ccccc2)n1C	11%	-2%	0.6%	15%	-2	-7	i	-5%	1.1	1%
CCN(CC)S(=O)(=O)c1ccc(NC(=O)c2ccc(Sc3nncn3C)c([N+](=O)[O-])c2)cc1	-2%	12%	-17%	8%	13	4	i	-4%	0.9	6%
Cc1ccc(Sc2ccc(CN3CCCC3)cc2[N+](=O)[O-])cc1	3%	-5%	-3.6%	9%	46	43	i	0%	1	1%
Cc1ccc(Cl)cc1N1CCN(C(=O)c2cn(C)c(=O)c3c2c2ccccc2n3C)CC1	15%	-4%	-5.6%	21%	15	32	i	6%	1	9%
Cc1cc(C)c2nc(-c3ccccn3)cc(C(=O)Nc3ccc(S(=O)(=O)Nc4cc(C)on4)cc3)c2c1	-21%	20%	-1.5%	-11%	-7	-23	?	2%	1	5%
c1ccc(N2CCN(c3ccccc3)C2c2ccncc2)cc1	5%	-7%	-1.5%	10%	-12	-7	i	8%	1	6%
Cc1ccc(CC2C(=O)N(CC(=O)O)C(=O)C2C)cc1 (stereo not given)	-4%	-5%	-5.2%	9%	-55	-1	i	-7%	1.1	-5%
Cc1ccc(C(=O)N2CCN(c3cnn(C)c(=O)c3Cl)CC2)cc1	4%	-2%	-4.2%	4%	4	-13	i	-8%	1.1	0%
Cc1cc(C(=O)C(C)OC(=O)C2=NNC(=O)CC2)c(C)n1-c1ccc(OC(F)F)cc1 (stereo not given)	6%	7%	-20%	13%	-17	-12	i	-1%	1.1	13%

No new results follow: 5 of the compounds above.
SMILES	human PMI inhibitors	M17LAP inhibition	XIAP displacement	human PMI inhibition	WT yeast gro inh	WT yeast gro inh mutant strain	Yfh1-off respiration	LYP phosphatase	TNAP activation fold	P. falciparum M1AAP
CCN(CC)S(=O)(=O)c1ccc(NC(=O)c2ccc(Sc3nncn3C)c([N+](=O)[O-])c2)cc1	-2%	12%	-17%	8%	13	4	i	-4%	0.9	6%
Cc1ccc(Sc2ccc(CN3CCCC3)cc2[N+](=O)[O-])cc1	3%	-5%	-3.6%	9%	46	43	i	0%	1	1%
Cc1ccc(Cl)cc1N1CCN(C(=O)c2cn(C)c(=O)c3c2c2ccccc2n3C)CC1	15%	-4%	-5.6%	21%	15	32	i	6%	1	9%
Cc1cc(C)c2nc(-c3ccccn3)cc(C(=O)Nc3ccc(S(=O)(=O)Nc4cc(C)on4)cc3)c2c1	-21%	20%	-1.5%	-11%	-7	-23	?	2%	1	5%
c1ccc(N2CCN(c3ccccc3)C2c2ccncc2)cc1	5%	-7%	-1.5%	10%	-12	-7	i	8%	1	6%
